Compound activity: PubChem, National Center for Advancing Translational Sciences (NCATS)
TRb-SRC2 inh = qHTS for Inhibitors of the Interaction of Thyroid Hormone Receptor and Steroid Receptor Coregulator 2; AID 1469, 2008; Potency, µM (series often up to 106 µM), for the others: at the top dose activity change, negative = inhibition, actives largely listed as inhibitors; TRbeta-SRC2 peptide binding, fluorescence polarization; receptor liganded with 1 µM T3; 280,000 compounds, 0.065% hits;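 note: potency is the fitted concentration of half-maximal effect; plate controls were bound peptide for no effect and peptide without receptor for full effect; nearly all actives have a fitted effect of over 50% in size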
Target sequence (P10828 whole entry, looked up): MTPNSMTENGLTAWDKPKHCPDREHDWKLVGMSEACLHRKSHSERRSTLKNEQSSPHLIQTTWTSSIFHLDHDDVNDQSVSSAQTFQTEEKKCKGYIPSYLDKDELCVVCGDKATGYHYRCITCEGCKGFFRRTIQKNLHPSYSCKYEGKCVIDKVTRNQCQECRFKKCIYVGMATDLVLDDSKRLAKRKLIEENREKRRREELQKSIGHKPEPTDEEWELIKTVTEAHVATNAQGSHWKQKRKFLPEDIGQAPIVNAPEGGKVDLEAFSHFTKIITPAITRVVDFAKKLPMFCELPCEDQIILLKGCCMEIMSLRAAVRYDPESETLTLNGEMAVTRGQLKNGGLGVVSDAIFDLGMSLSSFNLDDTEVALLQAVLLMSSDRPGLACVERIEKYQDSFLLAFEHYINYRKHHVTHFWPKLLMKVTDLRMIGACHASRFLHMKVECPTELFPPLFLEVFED
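Human TRb ligand-binding domain (0.6 uM) is mixed with 20 nM Texas Red SRC2 peptide and 1 uM T3; after compound addition and 5 hr at ambient temperature, polarization is measured and normalized to unbound and bound controls.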
CBFb-RUNX1 inh = qHTS Assay for Compounds Blocking the Interaction Between CBF-beta and RUNX1 for the Treatment of Acute Myeloid Leukemia; AID 1477, 2009; 230,000 tested, under 10 active; Runt-related transcription factor 1 (Homo sapiens) + Core-binding factor subunit beta …; Potency, µM (titrated, usually from 59.8 µM), without a hit: at the highest dose activity, negative = inhibition, actives largely listed as inhibitors; AlphaScreen CBFb-His/RUNX1-biotin binding, biochemical; note: % of control where 0% means no effect
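Read-out: AlphaScreen. Format: His-CBF-beta with biotinylated RUNX1 (30 nM each) preincubated 20 min, compound 15 min, Ni-chelate plus streptavidin beads 90 min; room temperature throughout.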
Tau fluor counter = Counterscreen qHTS for Inhibitors of Tau Fibril Formation, Fluorescence Polarization; Potency, µM (series often up to 57.7 µM), for inactives: top-dose activity change, negative = decrease; tau K18 P301L (four-repeat tau fragment) Alexa594 fluorescence, heparin fibrillization; 280,000 compounds, 0.93% hits; note: potency is the fitted concentration of half-maximal effect; % is set by controls: 0 for no effect and ±100 for the full control effect; nearly all actives have a fitted effect of over 55% in size
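Human K18 P301L tau (15 uM unlabeled plus 0.24 uM Alexa 594-labeled, final) in 100 mM sodium acetate pH 7 was mixed with compound and 20 uM heparin and incubated 6 hr at 37 C.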
NPSR antagonist = qHTS Assay for Antagonists of the Neuropeptide S Receptor: cAMP Signal Transduction. Q6W5P4. CHO-NPSR cells, cAMP TR-FRET, antagonist mode. Potency, µM (highest dose often 38.3 µM), for inactives: at the highest dose activity change, negative = inhibition, actives largely listed as inhibitors. 220,000 compounds, 1% hits. AID 1461, 2008; note: potency is the fitted concentration of half-maximal effect; % is set by controls: 0 for no effect and ±100 for the full control effect; nearly all actives have a fitted effect of over 50% in size; many of its hits are not listed in these tables
Target sequence (Q6W5P4 whole entry, looked up): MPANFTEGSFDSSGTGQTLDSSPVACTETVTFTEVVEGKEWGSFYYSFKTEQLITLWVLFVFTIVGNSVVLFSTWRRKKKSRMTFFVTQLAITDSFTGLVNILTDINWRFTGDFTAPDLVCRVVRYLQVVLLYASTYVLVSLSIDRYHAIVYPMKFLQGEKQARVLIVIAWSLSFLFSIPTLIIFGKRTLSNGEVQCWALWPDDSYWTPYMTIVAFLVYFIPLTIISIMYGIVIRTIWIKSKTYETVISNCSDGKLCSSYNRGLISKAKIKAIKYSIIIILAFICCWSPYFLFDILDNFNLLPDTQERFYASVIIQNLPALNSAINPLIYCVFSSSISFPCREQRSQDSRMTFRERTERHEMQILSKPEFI
GLA spleen mod = qHTS Assay for Inhibitors and Activators of Human alpha-Galactosidase From Spleen Homogenate. Alpha-galactosidase A (Homo sapiens), P06280. human spleen homogenate, 4MU-alpha-Gal fluorescence, 40 min. Potency, µM (top dose mostly 80 µM), for the others: at the top dose activity change, negative = inhibition, most hits filed as inhibitors. 240,000 compounds, 0.008% hits;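 note: potency is the fitted concentration of half-maximal effect; 0% = enzyme with vehicle and -100% = no enzyme basal signal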
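Fluorogenic readout (Ex 365/Em 440 nm) of 4-methylumbelliferone released from 1 mM 4-MU-alpha-galactoside by spleen homogenate, 40 min at 37C, pH 5.0. Data normalized to no-enzyme and enzyme controls; Hill-equation AC50 from compound titrations.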
TR SRC2 fluor cs = Total Fluorescence Counterscreen for Inhibitors of the Interaction of Thyroid Hormone Receptor and Steroid Receptor Coregulator 2 | TRb/SRC2 Texas Red total fluorescence interference | Potency, µM (series often up to 106 µM), without a hit: at the top dose fluorescence change, negative = quenching | 280,000 compounds, 0.29% hits; active = well fitted curve in either direction with a large enough effect; inconclusive = small, poorly fitted or top-dose-only effect; note: potency is the fitted concentration of half-maximal effect; % is set by controls: 0 for no effect and ±100 for the full control effect
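Human TRβ ligand-binding domain (0.6 uM) and Texas Red SRC2 peptide (20 nM) in Tris buffer with 1 uM T3 and 5% DMSO were incubated with pinned compound for 5 hr at ambient temperature. Total fluorescence was computed as S + 2P (555/632 nm).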
Epigenetic derep = Quantitative High-Throughput Screen for Regulators of Epigenetic Control; Potency, µM (top dose mostly 53.9 µM), without a hit: at the highest dose GFP activation, actives largely listed as activators; 280,000 compounds, 0.2% hits; murine LDR cells, GFP reporter derepression, 30 h; note: potency is the fitted concentration of half-maximal effect; % of control where 0% means no effect; nearly all actives have a fitted effect of over 60% in size
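GFP-positive cell count by laser-scanning cytometry (objects 20–120 um) after 30 h, 37 C compound exposure of murine LDR cells; reporter is CMV-GFP integrated at a silenced locus, inducible by HDAC or DNMT inhibitors.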
Tau fibril FP = qHTS for Inhibitors of Tau Fibril Formation, Fluorescence Polarization | Microtubule-associated protein tau (Homo sapiens), P10636 | K18 P301L tau heparin fibrillization, Alexa594 FP, 6 h | Potency, µM (series often up to 57.7 µM), without a hit: at the highest dose activity, negative = inhibition, most hits filed as inhibitors | 280,000 compounds, 0.39% hits; note: potency is the fitted concentration of half-maximal effect; % is set by controls: 0 for no effect and ±100 for the full control effect; nearly all actives have a fitted effect of over 55% in size
Target sequence (P10636 561-689 P618L limits assumed): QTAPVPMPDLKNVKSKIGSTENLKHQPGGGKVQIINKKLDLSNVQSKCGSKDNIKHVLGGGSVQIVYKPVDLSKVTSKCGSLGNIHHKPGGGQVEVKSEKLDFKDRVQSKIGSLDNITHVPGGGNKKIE
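Compound effects on tau fibrillization are measured by Alexa 594 fluorescence polarization (ex 555, em 632 nm). K18 P301L tau is used at 15 uM with 0.24 uM labeled tracer, and 20 uM heparin induces aggregation over 6 hr at 37 C.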
Numbers without * were called inactive; ? = inconclusive; nt = not tested or not shown; [ ] = remark or other dose. Unless noted, calls come from the whole dose curve; as a rule, active = well fitted curve in the direction sought with a large enough effect; inconclusive = small, poorly fitted or top-dose-only effect, or another doubt; inactive = no such curve, though single readings can be large; an effect the other way counts as inactive or inconclusive. The list is partial. The share of hits here may be higher or lower than overall.

Sample of the layout (four entries):
SMILES	TRb-SRC2 inh	CBFb-RUNX1 inh	Tau fluor counter	NPSR antagonist	GLA spleen mod	TR SRC2 fluor cs	Epigenetic derep	Tau fibril FP
Cc1ccc(C(=O)Nc2c(C#N)c(C)c(C)n2Cc2ccccc2)cc1	-4%	-3%	-4%	?	-13%	0%	1.1%	1%
O=C(CSc1nnnn1-c1ccccc1)Nc1ncc(Cc2ccccc2Cl)s1	-3%	2%	-1%	11%	-2%	9%	0.0%	4%
CC(=O)c1c(C)[nH]c(C(=O)OC(C)C(=O)Nc2cc(S(=O)(=O)N3CCCCC3)ccc2Cl)c1C (stereo unspecified)	-2%	2%	-1%	-5%	-1%	0%	-0.9%	-2%
O=C(O)CNc1nc(-c2ccccc2)nc2ccccc12	-1%	17%	-2%	9%[46.1 µM]	-3%	0%	-0.9%	-4%

The list itself, repeating the preview:
SMILES	TRb-SRC2 inh	CBFb-RUNX1 inh	Tau fluor counter	NPSR antagonist	GLA spleen mod	TR SRC2 fluor cs	Epigenetic derep	Tau fibril FP
Cc1ccc(C(=O)Nc2c(C#N)c(C)c(C)n2Cc2ccccc2)cc1	-4%	-3%	-4%	?	-13%	0%	1.1%	1%
O=C(CSc1nnnn1-c1ccccc1)Nc1ncc(Cc2ccccc2Cl)s1	-3%	2%	-1%	11%	-2%	9%	0.0%	4%
CC(=O)c1c(C)[nH]c(C(=O)OC(C)C(=O)Nc2cc(S(=O)(=O)N3CCCCC3)ccc2Cl)c1C (stereo unspecified)	-2%	2%	-1%	-5%	-1%	0%	-0.9%	-2%
O=C(O)CNc1nc(-c2ccccc2)nc2ccccc12	-1%	17%	-2%	9%[46.1 µM]	-3%	0%	-0.9%	-4%
Cc1cccc(C)c1OCCSc1nc2ccccc2n1CC(=O)O	-5%	nt	5%	nt	nt	-20%	-0.8%	9%
COCCCNC(=O)CCCn1c(SCC(=O)c2ccc(F)cc2)nc2c(sc3ccccc32)c1=O	1%	nt	8%	nt	nt	-26%	3.3%	-14%
CC1(C)OC(=O)C(=NNc2ccc(Br)cc2)C(=O)O1	-1%	-15%	-5%	-9%	1%	-2%	0.2%	7%
CCOc1ccc(NC(=O)CCS(=O)(=O)c2ccc3c(c2)CCCN3C(=O)CC)cc1	3%	-3%	-15%	-6%[46.1 µM]	-2%	4%	-0.3%	-8%
Cc1ccc(-c2nn(-c3ccccc3)cc2CO)o1	-7%	0%	3%	3%[46.1 µM]	-2%	-2%	0.0%	?
N#CCCn1cc(C(=O)NCc2ccccc2)c(-c2cccs2)n1	-11%	1%	-5%	10%	4%	-1%	-0.2%	-2%
COc1ccc(NC(=O)C2(N(CC(C)C)C(=O)Cn3nnnc3N)CCCCC2)cc1	-15%	5%	4%	-4%[46.1 µM]	-9%	1%	0.0%	3%
CCOCCc1nnc(NC(=O)C(=O)c2cc(C)n(-c3cccc(C)c3)c2C)s1	-5%	nt	-14%	nt	nt	-1%	-2.8%	-12%
COc1ccc2c(CC(=O)OCC(=O)Nc3ccccc3[N+](=O)[O-])coc2c1	-4%	-5%	?	5%	5%	-2%	-1.1%	?
CCOC(=O)c1c(C)n(-c2ccccc2)c2ccc(OC(=O)c3ccccc3NC(=O)C(C)C)cc12	-1%	nt	-8%	nt	nt	-3%	-1.6%	-6%
CCC(CC)c1nn2c(=O)cc(COc3ccc(NC(=O)c4ccc(C)cc4)cc3)nc2s1	3%	nt	-21%	nt	nt	-1%	5.5%	-5%
CC(C)(C)CC(C)(C)N1CNC(=S)NC1	-3%	2%	-14%	-31%	10%	0%	14%	-1%
O=C(Cn1ccn(-c2ccc(F)c(F)c2)c(=O)c1=O)NCCc1ccccc1	-3%	nt	3%	nt	nt	?	4.2%	-8%
CC(C)NS(=O)(=O)c1ccc(OCC(=O)N2CCN(c3ccccc3)CC2)cc1	4%	1%	-3%	-4%	-7%	-1%	-2.6%	-7%
CC(=O)Oc1ccc(C(=O)Nc2ccccc2C(=O)N2CCCCC2)cc1	-1%	18%	-2%	-19%	5%	-4%	3.5%	-1%
OC1(c2cccc(F)c2)CCN(Cc2ccncc2)CC1	-7%	11%	-2%	2%[46.1 µM]	8%	-2%	-0.1%	2%
NC1(C(=O)O)CCCCC1	-4%	14%	-3%	1%[46.1 µM]	23%	-9%	-0.2%	-8%
CC1(C)OC(=O)C(=NNc2ccccc2[N+](=O)[O-])C(=O)O1	4%	4%	-1%	8%	2%	-2%	1.2%	0%
COc1cc(Cl)c(NC(=O)CCS(=O)(=O)c2ccc3c(c2)NC(=O)CO3)c(OC)c1	4%	nt	-17%	nt	nt	-8%	1.1%	2%
Cc1onc(-c2ccccc2Cl)c1C(=O)NCc1ccccn1	-19%	5%	-3%	0%[46.1 µM]	2%	0%	-2.1%	0%
COC(=O)c1ccc(NC(=O)CSc2nc3cc4ccccc4cc3[nH]2)cc1	-6%	nt	?	nt	nt	3%	7.7%	?

(continued)
molecule	TRb-SRC2 inh	CBFb-RUNX1 inh	Tau fluor counter	NPSR antagonist	GLA spleen mod	TR SRC2 fluor cs	Epigenetic derep	Tau fibril FP
CCOc1ccc(-c2cccc(NS(=O)(=O)c3ccc(C)s3)c2)nn1	1%	nt	-26%	nt	nt	-6%	0.0%	-1%
Cc1sc2nc(C3CC3)nc(N3CCN(S(=O)(=O)c4ccc(F)cc4)CC3)c2c1C	4%	-1%	-4%	-28%[46.1 µM]	-8%	-1%	-0.5%	-7%
CCC1CN(C(=O)N2CCC(C(=O)NCCC3=CCCCC3)CC2)c2cc(C)ccc2O1 (stereo unspecified)	-7%	nt	-13%	nt	nt	0%	0.0%	13%
COc1cc(NC(=O)c2ccc(OC)c([N+](=O)[O-])c2)ccc1NC(=O)c1cccs1	-1%	1%	-23%	-9%	-2%	-2%	3.2%	?
O=C(CN1C(=O)CCS(=O)(=O)c2ccccc21)NCc1ccc(F)cc1	-7%	-3%	10%	-3%[46.1 µM]	12%	-6%	-0.8%	11%
O=C(COC(=O)c1ccc(NS(=O)(=O)c2cccs2)cc1O)Nc1nc2ccccc2s1	5%	?	?	?	-2%	-8%	-3.2%	?
Cc1ccc(S(=O)(=O)Nc2nc3ccc(S(C)(=O)=O)cc3s2)cc1	-2%	-2%	6%	-5%[46.1 µM]	5%	-2%	0.0%	3%
CCOC(=O)c1ccc(NC(=O)c2cn(-c3ccccc3)nc2-c2ccc(C)cc2)cc1	0%	nt	?	nt	nt	4%	-0.8%	8.9µM*
Cc1cccc(NC(=O)CSc2nc3ccccc3nc2N2CCOCC2)c1C	1%	nt	-3%	nt	nt	-15%	0.1%	0%
CN(C(=O)CSc1nc2ccc(NC(=O)c3cccs3)cc2s1)c1ccccc1	6%	nt	?	nt	nt	4%	-3.2%	?

(listing goes on)
molecule	TRb-SRC2 inh	CBFb-RUNX1 inh	Tau fluor counter	NPSR antagonist	GLA spleen mod	TR SRC2 fluor cs	Epigenetic derep	Tau fibril FP
O=C(Nc1ccccc1)N1CCc2c([nH]c3ccccc23)C1C(F)(F)F (stereo unspecified)	-4%	-2%	?	?	-8%	-2%	3.2%	0%
CCOC(=O)c1cccc(NC(=O)CCS(=O)(=O)c2cccs2)c1	-2%	4%	-1%	-4%[46.1 µM]	0%	-1%	7.8%	-4%
CC(C)NC(=O)CN(c1cccc([N+](=O)[O-])c1)S(=O)(=O)c1ccccc1	-7%	-9%	-1%	6%	4%	-2%	0.4%	1%
COc1ccc(C(=O)Nc2ccnc(-c3cccnc3)n2)cc1	-8%	17%	0%	11%	4%	-2%	-5.1%	5%
CC(/C=N/NC(=O)CSc1ccccn1)=C\c1ccc(C(C)C)cc1	-1%	-6%	-18%	-24%	4%	-1%	-0.8%	2%
COc1cccc(/C=C/C(=O)Nc2ccc3c(c2)OCCO3)c1OC	-2%	-1%	-21%	-13%	6%	-3%	6.0%	10%
O=[N+]([O-])c1cc(Cl)cc(/C=N/NC(=S)Nc2ccc(S(=O)(=O)N3CCOCC3)cc2)c1O	4%	nt	?	32%	-7%	-15%	0.1%	6%
CC(=O)c1ccc(NC(=S)N2CCN(c3cccc(Cl)c3)CC2)cc1	-1%	8%	6%	0%	0%	-3%	1.3%	-8%
CCOC(=O)c1cnc2c(c(C3CC3)nn2C)c1N1CCOCC1	-9%	9%	1%	24%	-6%	-7%	1.1%	1%
COc1ccc(C2=NN(C(=O)COc3ncnc4ccccc34)C(c3ccco3)C2)cc1 (stereo unspecified)	-5%	-14%	-2%	-23%	0%	1%	?	5%
COc1cc(NC(=O)CSc2ncnc3c2cnn3Cc2ccccc2)cc(OC)c1	1%	-1%	?	-17%[46.1 µM]	3%	0%	2.1%	?

Single entries from above.
Tau fibril FP with `CC(/C=N/NC(=O)CSc1ccccn1)=C\c1ccc(C(C)C)cc1` = 2%
Tau fibril FP with `O=C(Nc1ccccc1)N1CCc2c([nH]c3ccccc23)C1C(F)(F)F` (stereo unspecified) = 0%
